Screens: PubChem BioAssay, several laboratories
GPR35 antagonists: GPR35 antagonists blocking zaprinast-driven arrestin recruitment, primary screen, imaging, U2OS, beta-arrestin-GFP, zaprinast agonist (AID 2058); G-protein coupled receptor 35 (Homo sapiens); U2OS GPR35 beta-arrestin-GFP translocation imaging, zaprinast antagonism; higher % means a stronger effect; one-dose inhibition, % at 10 µM; IC50 in µM for titrated hits; 0.052% of 290,000 active;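 active means inhibition of at least 50% with at least 30 cells and total cytoplasm GFP at most 10,000,000; inconclusive means under 30 cells or total GFP of 10,000,000 plus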
NS5 inhibitors: Dengue-2 NS5 methyltransferase inhibitors, primary screen, biochemical, confirmation dose response (AID 588689). one-dose inhibition, % at 25 µM; IC50 in µM for titrated hits. 0.3% of 340,000 active. Dengue-2 NS5 methyltransferase capping enzyme assay, biochemical; higher % means a stronger effect. Genome polyprotein (Dengue virus type 2 (strain 16681-PDK53)); in the data active means a potency from the dose series; inconclusive means inhibition above about 29% without an active follow-up result
SV40 large T antigen: SV40 large T antigen inhibitors, biochemical (AID 1903). SV40 large T antigen ATPase/helicase inhibition assay; higher % means a stronger effect. 0.39% of 310,000 active. inhibition, % at 20 µM; hits with a dose series show IC50 in µM; in the data active means a potency from the dose series; inconclusive means inhibition mostly from about 32% at the one dose, without a potency; inactive means the rest, 99 in 100 with inhibition below about 32%; further: strong numbers were not always called active
GPR55 antagonists: GPR55 antagonists blocking LPI-driven arrestin recruitment, primary screen, imaging, U2OS, beta-arrestin-GFP, LPI agonist (AID 2013); 0.13% of 290,000 active; one-dose inhibition, % at 10 µM; IC50 in µM for titrated hits; G-protein coupled receptor 55 (Homo sapiens); U2OS GPR55 beta-arrestin-GFP translocation imaging, LPI antagonism; higher % means a stronger effect;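 active means spots per cell inhibited over 60%, with over 100 cells counted and total cytoplasm intensity under 500,000; inconclusive means wells with under 100 cells, flagged as likely toxic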;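 further: U2OS cells stably carrying GPR55 and arrestin-GFP stimulated by 5 µM LPI near EC80; imaged beta-arrestin-GFP aggregate spots per cell after agonist stimulation; plate controls were LPI-stimulated DMSO wells for no effect and DMSO wells without LPI for full effect; some results filed as inactive read as strong as hits; confirmed hits need IC50 under 10 µM and bright autofluorescent wells are also inconclusive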
Yfh1-depleted yeast: enhancers of respiration in Yfh1-depleted yeast, dose response, Friedreich's ataxia, plus single-dose screen (AID 1465) | S. cerevisiae Yfh1-off respiration, WST-1 reduction, 72 h; higher fold induction means a stronger effect | fold induction at 50 µM; hits with a dose series show EC50 in µM | 0.074% of 220,000 active;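 active means fold induction of absorbance versus untreated yeast above a set limit, then at least 30% activation at any dose in follow-up; inconclusive means repeats straddling the limit, or above it without dose testing; inactive means fold induction below the set limit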;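 further: activators that raise dye reduction in frataxin-depleted yeast; strong numbers were not always called active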
NTR1 agonist: agonists of NTR1, primary screen, imaging, U2OS cells, beta-arrestin-GFP, high content (AID 493036); Neurotensin receptor type 1 (Homo sapiens), P30989; NTR1-U2OS beta-arrestin-GFP spot imaging, agonist mode; activation, % at 20 µM; 0.17% of 330,000 active;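 active means activation at or above 40% of the spot to cytoplasm intensity ratio, with at least 20 cells analyzed; inconclusive means wells under 20 cells, flagged as cytotoxic or low count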;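 further: 0% = DMSO without peptide and 100% = 100 nM NTR1 peptide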
Target sequence (P30989 whole entry, looked up): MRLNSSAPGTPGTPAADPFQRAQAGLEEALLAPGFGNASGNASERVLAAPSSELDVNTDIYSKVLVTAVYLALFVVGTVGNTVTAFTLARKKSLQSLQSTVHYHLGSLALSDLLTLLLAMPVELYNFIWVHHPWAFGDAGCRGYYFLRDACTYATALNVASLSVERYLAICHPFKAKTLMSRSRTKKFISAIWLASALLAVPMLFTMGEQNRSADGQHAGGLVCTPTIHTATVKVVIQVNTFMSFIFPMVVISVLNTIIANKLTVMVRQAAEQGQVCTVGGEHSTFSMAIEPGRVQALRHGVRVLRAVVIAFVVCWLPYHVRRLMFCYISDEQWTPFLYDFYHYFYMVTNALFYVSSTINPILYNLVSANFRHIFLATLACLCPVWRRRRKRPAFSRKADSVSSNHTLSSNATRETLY
Rac1 GTP hydrolysis: MgcRacGAP GTPase-activating activity inhibitors, confirmation, biochemical, ADP Hunter fluorescence; Rac GTPase-activating protein 1 (Homo sapiens); 0.6% of 340,000 active; MgcRacGAP-stimulated Rac1 GTP hydrolysis, ADP Hunter fluorescence; higher % means a stronger effect; GST-tagged Rac1 F28L mutant substrate; inhibition, % at 30 µM; hits with a dose series show IC50 in µM;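 active means first-screen hits whose inhibition reached a set limit at any dose in the follow-up dose series; inconclusive means inhibition above the set first-screen limit but never retested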;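 further: fluorescence reports GDP produced by GAP-driven GTP hydrolysis; strong numbers were not always called active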
AID2073: inhibitors of Mint1-CaV2.2 protein interaction, biochemical, HTRF (AID 2073) | HTRF protein-protein interaction, Mint1-CaV2.2; higher % means a stronger effect | inhibition, % at 20 µM; hits with a dose series show IC50 in µM | 0.19% of 290,000 active; in the data active means inhibition mostly above about 51%, no sharp cut-off; inconclusive means no clear call, values can overlap the other calls; inactive means mostly below about 53%; further: some results filed as inactive read as strong as hits
GPR55 beta-arrestin: GPR55 agonists via beta-arrestin recruitment, primary screen, imaging, U2OS cells, beta-arrestin-GFP redistribution (AID 1961); G-protein coupled receptor 55 (Homo sapiens); U2OS GPR55 beta-arrestin-GFP redistribution imaging; higher % means a stronger effect; activation, % at 10 µM; hits with a dose series show EC50 in µM; 0.048% of 290,000 active;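 active means activation above 40% with more than 50 cells counted in the well; inconclusive means wells holding fewer than 50 cells, flagged as toxic or sparse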;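 further: U2OS osteosarcoma cells stably expressing GPR55 and beta-arrestin-GFP; plate controls were DMSO negative control for no effect and LPI positive control for full effect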
NTR1 agonist cell count 20 µM: also measured in NTR1 agonist; calls as there; cell count; measured here: cell count, cytotoxicity flag
NS5 inhibitors pilot replicate: further read-out of NS5 inhibitors, marked with its call; inhibition, %; measured here: pilot screen replicate inhibition
* marks the source's active call; other numbers are inactive results; i = inactive; ? = inconclusive; nt = no result given.

SMILES	GPR35 antagonists	NS5 inhibitors	SV40 large T antigen	GPR55 antagonists	Yfh1-depleted yeast	NTR1 agonist	NTR1 agonist cell count 20 µM	Rac1 GTP hydrolysis	AID2073	GPR55 beta-arrestin	others
CC1CCC(NC(=O)c2ccc(S(C)(=O)=O)cc2)CC1 (stereo not drawn)	-2%	nt	10%	13%	i	0.0	88	12%	0%	0.1%
CC(=O)c1ccc2c(c1)C1C=CCC1C(c1cc3c(cc1Br)OCO3)N2 (stereo not drawn)	nt	-2%	7%	nt	nt	2.2	87	5%	nt	nt
CCC(Oc1ccc(C)c(C)c1)C(=O)O (stereo not drawn)	-5%	-3%	6%	1%	i	9.2	99	-3%	-3%	-0.1%
COc1ccc(C2=CC(=O)OC(C)(c3ccccc3)O2)cc1 (stereo not drawn)	0%	-1%	12%	1%	i	-0.3	69	1%	-4%	1.1%
COc1cccc(/C=C/C(=O)OCC(=O)c2cc(C)n(CC3CCCO3)c2C)c1OC (stereo not drawn)	-4%	5%	0%	-4%	i	3.9	80	0%	12%	-0.2%
COc1cccc(CNS(=O)(=O)c2ccc(S(=O)(=O)NC3CC3)cc2)c1	14%	-5%	10%	13%	nt	1.3	50	8%	5%	0.3%
O=S(=O)(NCc1ccccc1F)NCc1ccccc1F	-5%	-12%	20%	-3%	nt	-0.6	106	7%	-7%	-0.5%
CCOc1ccc(NC(=S)NC2CC3CCC(C2)N3Cc2ccco2)cc1 (stereo not drawn)	2%	-1%	3%	8%	i	0.1	45	-13%	-8%	0.8%
CC1(C)Cc2c(cnn2-c2ccc(F)cc2)C(NC(=O)CCc2ccncc2)C1 (stereo not drawn)	7%	10%	nt	-5%	nt	-0.1	65	9%	16%	-0.2%
O=C(O)Cc1ccc(NS(=O)(=O)c2ccccc2Br)cc1	4%	3%	5%	-4%	i	2.4	63	3%	-6%	-0.2%
COc1cc2c(cc1OC)C(C)N(C(=O)c1cc3c(=O)oc4ccc(C)cc4c3s1)CC2 (stereo not drawn)	-13%	-7%	18%	-10%	nt	4.4	27	6%	?	0.3%
Cc1ccc(Sc2ncccc2C(=O)O)cc1	-1%	1%	10%	3%	i	0.8	51	11%	5%	0.1%
COc1cc(OC)cc(-c2n[nH]c(=S)n2-c2cc(OC)ccc2OC)c1	6%	-9%	7%	8%	i	-2.5	87	5%	-6%	0.3%
COC(=O)CCCC1=CC2=CC(=O)C(C)(OC(=O)c3cccs3)C(=O)C2=CN1C1CCCC1 (stereo not drawn)	19%	10%	25%	-3%	i	1.4	57	12%	2%	-0.2%
O=c1c[n+]([O-])c2ccccc2n1OCc1ccccn1	3%	-32%	3%	16%	i	0.5	65	8%	7%	-0.1%
Cc1ccc(NC(=O)CCC(=O)NNS(=O)(=O)c2ccc(Cl)cc2)cc1C	-2%	-2%	26%	5%	nt	0.8	52	-7%	14%	-0.1%
COc1cccc(NC(=O)C2CCN(S(=O)(=O)c3ccc4[nH]c(=O)oc4c3)CC2)c1	22%	-10%	7%	-1%	nt	-0.1	68	5%	-1%	-0.1%
c1ccc2c(c1)Nc1nccnc1S2	14%	-10%	14%	1%	i	nt	nt	28%	-14%	0.7%
Cc1cccc(NS(=O)(=O)c2cc(C(=O)N3CCN(C)CC3)ccc2C)c1	-14%	-9%	2%	4%	i	-1.0	55	8%	?	-0.1%
O=C(COc1coc(CN2CCN(c3ccccc3F)CC2)cc1=O)NC1CCCC1	nt	-4%	18%	nt	nt	-0.3	54	-2%	nt	nt
Cc1cccc(N2CCN(C(=O)c3cc(S(=O)(=O)N4CCOCC4)cn3C)CC2C)c1 (stereo not drawn)	-1%	-16%	10%	-1%	nt	-1.6	69	11%	-6%	-0.1%
Cn1nc(-c2ccc(C(=O)NCCO)cc2)c2ccccc2c1=O	3%	5%	4%	-4%	i	1.4	57	12%	4%	0.5%
CS(=O)(=O)N(CC(=O)N1CCc2ccccc2C1)c1ccccc1Br	14%	2%	3%	-7%	nt	0.7	69	14%	-2%	-0.1%
COc1ccc(C(=O)NC2CCCN(Cc3ccccc3F)C2)c(OC)c1OC (stereo not drawn)	14%	8%	10%	-18%	nt	-1.0	47	4%	7%	-0.2%	NS5 inhibitors pilot replicate=-0.9
COC(=O)c1cc(S(=O)(=O)N2CCN(c3ccc(C(C)=O)cc3)CC2)cn1C	12%	-6%	5%	-1%	nt	0.7	51	0%	5%	-0.1%
Further entries:
SMILES	GPR35 antagonists	NS5 inhibitors	SV40 large T antigen	GPR55 antagonists	Yfh1-depleted yeast	NTR1 agonist	NTR1 agonist cell count 20 µM	Rac1 GTP hydrolysis	AID2073	GPR55 beta-arrestin	others
O=C(O)C1CCCCC1C(=O)Nc1ccc(OCc2ccccc2)cc1 (stereo not drawn)	-5%	-10%	9%	-12%	nt	0.0	71	7%	4%	0.4%
Clc1ccc(C2=Nn3c(nnc3-c3cccnc3)SC2)s1	13%	-3%	3%	17%	i	1.5	59	-3%	-4%	-0.1%
COc1ccc(CCN2CC(C(=O)Nc3cc(F)ccc3F)CC2=O)cc1OC (stereo not drawn)	nt	-6%	15%	nt	nt	-2.0	60	6%	nt	nt
COc1cc(-c2noc(C)c2/C=C/c2ccc(C(=O)O)cc2)cc(OC)c1OC	3%	-8%	25%	0%	nt	0.4	52	6%	11%	0.0%
COc1ccc(NC(=O)CSc2nc3ccccc3nc2N2CCCCC2)cc1	14%	-6%	13%	22%	nt	1.8	91	1%	7%	0.0%
Cc1ccc(CSCC(=O)N(C)CC(=O)Nc2ccc(Br)cc2C)cc1	nt	1%	16%	nt	nt	2.4	68	10%	nt	nt
CCc1ccccc1NCC(=O)Nc1ccccc1C(=O)OC	-7%	-6%	22%	8%	i	1.5	74	2%	-6%	0.5%
COC(=O)c1ccccc1NS(=O)(=O)c1ccc2c(c1)oc(=O)n2C	-10%	1%	5%	-9%	nt	0.3	60	11%	6%	0.0%
COC(=O)C1=C(C)NC=C([N+](=O)[O-])C1c1ccc(OC)cc1 (stereo not drawn)	6%	-5%	7%	0%	i	-1.5	78	15%	63%	-0.2%
FC(F)(F)c1cc(CO[C@@H]2CCCN[C@@H]2c2ccccc2)cc(C(F)(F)F)c1	nt	1%	10%	nt	nt	14	68	1%	nt	nt
Cc1ccc(N(Cc2cc3ccc(C)cc3[nH]c2=O)C(=O)c2cccs2)cc1	3%	nt	22%	11%	i	5.1	70	nt	0%	0.2%
O=C1CC(C(=O)N2CCOCC2)C2(CCCC2)O1 (stereo not drawn)	25%	-4%	-2%	8%	i	-0.8	103	8%	1%	-0.2%
O=C(NCC(c1cccs1)N1CCOCC1)c1cc(=O)[nH]c2ccccc12 (stereo not drawn)	nt	-2%	21%	nt	nt	1.4	55	3%	nt	nt
CC(C)=CCN1CCN(CCC2=C(C)CCCC2(C)C)CC1CCO (stereo not drawn)	4%	1%	19%	0%	i	-0.6	89	6%	-9%	-0.3%
CCCC(=O)NCc1ccc2c(c1)cc(C)n2C	-15%	15%	11%	-7%	i	2.0	82	3%	5%	-0.1%
CCSc1nnc(NC(=O)CSc2nnc(C)c(=O)n2N)s1	-5%	1%	5%	-13%	i	0.2	68	1%	10%	0.6%
C=CCNC(=O)NC(=O)COC(=O)[C@H](C)NS(=O)(=O)c1c(C)c(C)cc(C)c1C	7%	-7%	10%	14%	i	-0.5	77	10%	4%	-0.1%
Cc1cc(SCC(=O)Nc2ccccc2)nc(C)n1	-6%	1%	5%	-2%	i	-0.9	63	2%	23%	-0.3%
CCN(CCO)C(=O)CC1C(=O)NCCN1Cc1c(F)cccc1Cl (stereo not drawn)	-8%	2%	19%	-7%	i	-1.0	65	9%	-2%	-0.2%
Cc1ccc2cc(C)c3nnc(SCc4ccc(C(=O)O)cc4)n3c2c1C	1%	-7%	18%	10%	i	2.7	47	5%	-8%	1.4%
COc1ccc(N(C(=O)c2ccco2)C(C(=O)NC2CCCC2)c2cc(OC)c(OC)c(OC)c2)cc1 (stereo not drawn)	-13%	1%	-1%	-4%	nt	0.5	54	-5%	-2%	0.0%
O=C(CCc1ccccc1)NNC(=O)c1ccccc1C(=O)O	0%	-2%	-2%	11%	i	0.1	59	3%	0%	-0.2%
CN(C)c1ccc(/C=N/N(CCC#N)C2=NS(=O)(=O)c3ccccc32)cc1	-2%	23%	3%	-3%	nt	1.3	102	9%	25%	0.2%
N=c1c(S(=O)(=O)c2ccc(Cl)cc2)cc2c(=O)n3ccccc3nc2n1CCN1CCOCC1	-11%	-3%	23%	2%	nt	0.1	83	14%	1%	-0.2%	NS5 inhibitors pilot replicate=-1.1
COCc1nn2c(N)c(C#N)cnc2c1-c1ccccc1	-17%	-5%	4%	9%	i	-1.0	47	-5%	1%	-0.1%
(more compounds)
SMILES	GPR35 antagonists	NS5 inhibitors	SV40 large T antigen	GPR55 antagonists	Yfh1-depleted yeast	NTR1 agonist	NTR1 agonist cell count 20 µM	Rac1 GTP hydrolysis	AID2073	GPR55 beta-arrestin	others
O=[N+]([O-])c1cc([N+](=O)[O-])c(N2CCCCCC2)cc1NCCO	-8%	-9%	11%	-16%	i	9.0	93	2%	14%	-0.3%
N#Cc1cc(N2CCCCC2)c([N+](=O)[O-])cc1C#N	8%	-5%	5%	6%	i	0.2	79	5%	8%	-0.5%
Cc1cc(C)cc(OCC(=O)OCC(=O)N(CC(C)C)c2c(N)n(Cc3ccccc3)c(=O)[nH]c2=O)c1	nt	-4%	7%	nt	nt	-0.5	58	10%	nt	nt
O=c1oc(-c2ccccc2)nc2sc3c(c12)CCCC3	2%	-1%	6%	-25%	i	4.3	74	1%	14%	-0.2%
CCN(CC)S(=O)(=O)c1cccc(NC(=O)COc2ncnc3sccc23)c1	10%	-17%	10%	0%	i	6.2	44	5%	23%	0.6%
CC1(C)CC(NC(=S)NC2CC2)CC(C)(C)N1	-13%	-5%	6%	-1%	i	-0.8	36	3%	15%	-0.2%
